Tat export inh: E. coli Tat transport inhibition. inhibition, % at 10 µM. AID 488895. E. coli MC4100 TorA-mCherry Tat export, fluorescence. 0.036% of 340,000 active;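 active means mean replicate inhibition at least 50% and at least half of replicates individually reaching 50%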;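 further: exported cargo escapes ClpAP degradation while cytoplasmic cargo is degraded and loses fluorescence; 0% = median of neutral control wells and 100% = median of NaSCN control wells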
AddAB inh: less growth of phage-infected E. coli with AddAB. 0.29% of 330,000 active. inhibition, % at 11.9 µM. E. coli expressing H. pylori AddAB, absorbance growth; in the data active means inhibition above about 12%;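 further: 0% = vehicle wells of infected cells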
HTR5A inv ctr: HTR5A inverse agonism, opioid heterodimer counter-screen; HTR5A cell line, luminescence; inhibition, % at 9.3 µM; AID 504634; P47898; 0.083% of 340,000 active; in the data active means inhibition mostly above about 23%, no sharp cut-off; inactive means mostly below about 18%;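 further: 0% = cells with DMSO and 100% = no-cell wells with DMSO; some compounds called inactive have numbers as strong as hits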
OPRM1-OPRD1 ag: agonists of human mu-delta opioid receptor heterodimerization; AID 504326; activation, % at 9.3 µM; 0.3% of 340,000 active; cells, OPRM1-OPRD1 heterodimerization, luminescence; in the data active means activation above about 18%;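 further: 0% = vehicle-treated cells and 100% = reference agonist; values of inactives mirror those of a sister screen read the other way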
Target sequence (P35372 whole entry, looked up): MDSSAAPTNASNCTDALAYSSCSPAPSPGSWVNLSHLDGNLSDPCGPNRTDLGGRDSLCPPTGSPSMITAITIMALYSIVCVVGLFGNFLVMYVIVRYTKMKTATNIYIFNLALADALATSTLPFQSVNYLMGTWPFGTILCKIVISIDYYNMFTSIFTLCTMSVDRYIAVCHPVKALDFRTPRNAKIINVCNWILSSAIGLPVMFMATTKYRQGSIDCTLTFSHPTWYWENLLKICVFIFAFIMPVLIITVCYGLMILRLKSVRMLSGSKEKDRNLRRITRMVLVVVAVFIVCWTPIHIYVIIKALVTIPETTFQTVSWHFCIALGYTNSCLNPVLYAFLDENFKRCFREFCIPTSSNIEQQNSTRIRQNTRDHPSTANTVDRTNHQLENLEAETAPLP
Target sequence (P41143 whole entry, looked up): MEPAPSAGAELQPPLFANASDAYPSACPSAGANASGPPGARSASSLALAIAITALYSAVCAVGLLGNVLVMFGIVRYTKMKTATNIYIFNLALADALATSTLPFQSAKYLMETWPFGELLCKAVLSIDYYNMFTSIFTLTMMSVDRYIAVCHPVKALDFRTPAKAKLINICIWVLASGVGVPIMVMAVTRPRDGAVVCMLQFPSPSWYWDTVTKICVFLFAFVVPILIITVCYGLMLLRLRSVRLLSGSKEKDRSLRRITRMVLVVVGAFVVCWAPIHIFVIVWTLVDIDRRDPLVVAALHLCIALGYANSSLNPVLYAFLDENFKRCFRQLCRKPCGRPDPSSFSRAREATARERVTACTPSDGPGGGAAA
PKA-R1A activ: PKA-R1A complex activation; activation, % at 11.4 µM; 0.083% of 340,000 active; P00514+P68181; PKA-R1A dissociation, Cy5-IP20 fluorescence polarization; scaled: DMSO 0%, 113 µM cGMP 100%;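 active means percent activation above the mean of all tested compounds plus 3 SD, cut at about 19% in these data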;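 further: higher means more PKAc released from R1A so a rise in polarization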
SUMO Mot1 rescue: blocks SUMOylation pathway, rescuing yeast Mot1-301 growth; S. cerevisiae Mot1-301 growth rescue, ATP luminescence, 38.5C; percent above DMSO median, 100 means doubled; growth rescue, % at 18.8 µM; 1% of 320,000 active; AID 2716;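 active means every valid replicate shows activation above 250% relative to neutral control wells; inactive means the rest, any valid replicate at or below 250%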;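 further: OY570 slx delta 5 strain wells were the positive control but not used for scaling; some compounds called inactive have numbers as strong as hits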
E coli growth: bacterial growth inhibition, counter-screen for AddAB inhibitors | inhibition, % at 11.9 µM | 0.27% of 330,000 active | E. coli V3065 growth, OD600 absorbance, 18 h | AID 449728;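 active means inhibition above the campaign's mean inhibition across all tested compounds plus 3 SD, cut at about 9.9% in these data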;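 further: uninfected addAB+ strain grown without phage in ampicillin broth; 0% = DMSO wells and 100% = ciprofloxacin 0.95 µg/ml wells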
phage Ecoli inh: E. coli growth loss with phage present; growth absorbance; inhibition, % at 11.9 µM; 0.26% of 360,000 active; in the data active means inhibition above about 11%
MOR-DOR inv ag: inverse agonists of human mu-delta opioid receptor heterodimerization; P35372+P41143; cell-based MOR-DOR heterodimer luminescence, inverse agonism; inhibition, % at 9.3 µM; 0.21% of 340,000 active; AID 504357; in the data active means inhibition above about 22%, passing the limit was not always enough;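 further: 0% = cells with DMSO and 100% = wells without cells with DMSO; values of inactives mirror those of a sister screen read the other way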
PfHsp90 set2: growth inhibition of yeast expressing Plasmodium Hsp90; 0.32% of 310,000 active; inhibition, % at 9.4 µM; AID 504621; S. cerevisiae expressing PfHsp90, BacTiter-Glo ATP, 48 h; yeast lacking PDR1 and PDR3 efflux regulators;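 active means every replicate shows inhibition above about 80%, whatever the replicate mean, limit read from the data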;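 further: 0% = DMSO neutral controls and 100% = 20 µM radicicol positive controls; yeast relying on Plasmodium falciparum Hsp90 in place of its own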
PKA-R2B act: activators of human PKA-R2B complex; activation, % at 11.4 µM; 0.079% of 340,000 active; PKA-R2B holoenzyme dissociation, Cy5-IP20 fluorescence polarization; R2B truncated from residue 108, S112A mutant; 0% DMSO only, 100% 113 µM cGMP; P22694+P31323;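 active means activation above a cutoff set at the mean over all compounds plus 3 SD, cut at about 18% in these data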;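 further: higher means more holoenzyme dissociation and a rise in polarization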
* marks the source's active call; other numbers are inactive results; nt = no result given.

SMILES | Tat export inh | AddAB inh | HTR5A inv ctr | OPRM1-OPRD1 ag | PKA-R1A activ | SUMO Mot1 rescue | E coli growth | phage Ecoli inh | MOR-DOR inv ag | PfHsp90 set2 | PKA-R2B act
COc1ccc(-c2cc(C(=O)NCCc3ccccc3)no2)cc1OC | 29 | 1.7 | -2 | 0.1 | -11 | -7 | 0.2 | 3.6 | -1 | -15 | -7
Cc1nnc(NC(=O)CSc2nc3c(c(=O)n2CCc2ccccc2)SC(C)C3)s1 (stereo not drawn) | -12 | 0.0 | -4 | -0.5 | -1 | 3 | 0.0 | 2.4 | 3 | -15 | -5
O=C(CSc1nnc(C2CC2)n1C1CC1)c1cccs1 | -1 | 0.7 | 9 | -2.0 | -1 | 0 | 1.9 | 2.6 | 8 | -2 | -11
O=Cc1ccc(OCC(=O)Nc2ccccc2C(F)(F)F)cc1 | 4 | 1.7 | -10 | -1.5 | -10 | 195 | 0.1 | 1.8 | 7 | 18 | -1
O=C(COC(=O)c1ccccc1O)NCCc1c[nH]c2ccccc12 | -3 | 1.9 | 2 | -1.1 | -5 | -11 | 2.0 | 2.9 | 4 | 8 | -7
Cc1cccn2c(=O)c(/C=C(\C#N)S(=O)(=O)c3ccccc3)c(N3CCN(c4ccccc4)CC3)nc12 | -8 | 2.0 | 12 | -0.4 | -5 | -10 | -0.4 | 2.8 | 2 | 8 | -2
N#Cc1cnn2c(-c3ccc(Cl)cc3Cl)ccnc12 | -2 | -0.3 | nt | nt | nt | 0 | -2.4 | 1.2 | nt | 46 | nt
Cc1ccc(SCCC(=O)N2CCCC2)cc1 | 7 | 3.1 | 12 | -1.3 | 3 | 11 | 1.6 | 2.0 | 8 | -2 | -2
Cc1ccc(-n2c(C)cc(C(=O)CSc3nnc4ccccn34)c2C)cc1 | 3 | -0.2 | -28 | 1.7 | -7 | 296 | -1.1 | 4.5 | -10 | 15 | 7
CN(C)C(CNC(=O)c1ccc(NS(=O)(=O)c2ccc(F)cc2)cc1)c1ccco1 (stereo not drawn) | -9 | 1.9 | 13 | -0.4 | 8 | -11 | -1.4 | 2.9 | 2 | 4 | -2
C/C=C(\C)C(=O)Nc1cccc(C2=NOC3(C2)C[C@@H](C(N)=O)N(C(=O)/C(C)=C/C)C3)c1 (stereo partly drawn) | -45 | 2.1 | -14 | -2.9 | 3 | -1 | -2.6 | 3.3 | 17 | 11 | -8
CCCC(=O)NC(C)C(c1cccs1)N1CCN(c2ccccc2)CC1 (stereo not drawn) | -3 | 1.1 | 10 | 26* | -2 | -1 | 1.8 | 1.8 | -152 | 4 | -14
CCc1ccc(C(=O)N2CCC(c3nc4ccccc4s3)CC2)cc1 | 8 | -0.1 | 11 | 1.1 | -3 | -3 | 2.5 | 1.9 | -7 | 30 | 12
O=C(CN1C(=O)COc2ccccc21)NCCCN1CCCCC1 | 5 | 1.8 | -3 | -3.1 | 2 | 4 | -1.0 | 1.9 | 16 | 22 | 11
Cc1cccc(NCN2C(=O)c3ccccc3C2=O)c1 | -4 | 2.3 | -15 | 2.5 | 1 | 2 | 1.4 | 1.5 | -15 | -15 | -2
Cc1c(NC(=O)c2cc(-c3ccc(Cl)cc3)on2)c(=O)n(-c2ccccc2)n1C | 1 | 4.4 | -20 | -2.5 | -3 | 6 | -0.2 | -0.1 | 16 | 2 | 2
CCCS(=O)(=O)N1CCCC(C(=O)NCCCN2CCN(c3ccc(F)cc3)CC2)C1 (stereo not drawn) | -4 | 0.4 | -21 | 1.2 | -1 | 2 | 1.8 | 0.8 | -7 | 1 | 8
O=C(Cc1csc(N2CCOCC2)n1)N/N=C/c1ccc(F)cc1 | 15 | 1.9 | 7 | -2.9 | 14 | -12 | -0.5 | 0.8 | 14 | nt | 14
CCn1ncc(Br)c1C(=O)Nc1ccc(F)c([N+](=O)[O-])c1 | 3 | 0.8 | 10 | 3.6 | 6 | -7 | -0.3 | 4.0 | -19 | -22 | 1
CCOC(=O)COc1ccc(S(=O)(=O)NCc2ccncc2)cc1 | -2 | 0.7 | 7 | 0.6 | -1 | -17 | 1.7 | -0.9 | -3 | 26 | 8

Among those listed so far, these have a Cl atom.
SMILES | Tat export inh | AddAB inh | HTR5A inv ctr | OPRM1-OPRD1 ag | PKA-R1A activ | SUMO Mot1 rescue | E coli growth | phage Ecoli inh | MOR-DOR inv ag | PfHsp90 set2 | PKA-R2B act
N#Cc1cnn2c(-c3ccc(Cl)cc3Cl)ccnc12 | -2 | -0.3 | nt | nt | nt | 0 | -2.4 | 1.2 | nt | 46 | nt
Cc1c(NC(=O)c2cc(-c3ccc(Cl)cc3)on2)c(=O)n(-c2ccccc2)n1C | 1 | 4.4 | -20 | -2.5 | -3 | 6 | -0.2 | -0.1 | 16 | 2 | 2

Next section:
SMILES | Tat export inh | AddAB inh | HTR5A inv ctr | OPRM1-OPRD1 ag | PKA-R1A activ | SUMO Mot1 rescue | E coli growth | phage Ecoli inh | MOR-DOR inv ag | PfHsp90 set2 | PKA-R2B act
Cc1nc(NC(=O)CN(C)S(=O)(=O)c2ccc(Cl)cc2)sc1C | 11 | 1.0 | 21 | -1.0 | -13 | -7 | 0.7 | 3.8 | 5 | 3 | 1
COc1ccccc1C(=O)N1CCN=C1SCc1cccnc1 | -2 | 0.5 | -22 | -0.4 | -7 | 11 | -1.7 | 2.7 | 2 | 3 | -10
CC1CCCC(C)N1C(=O)COC(=O)c1nn(C)c(=O)c2ccccc12 (stereo not drawn) | 2 | -3.2 | 13 | -0.7 | 9 | -2 | -1.2 | 0.7 | 2 | -27 | 7
CCN(CC)S(=O)(=O)c1ccc(NC(=O)c2cccnc2Cl)c(NC(=O)c2cccnc2Cl)c1 | -3 | 0.7 | nt | nt | nt | -11 | -1.2 | 6.3 | nt | 24 | nt
COc1ccccc1CN1CCNC(=O)C1CC(=O)N(C)Cc1cnccn1 (stereo not drawn) | -2 | nt | 1 | -2.0 | 11 | nt | nt | 1.8 | 9 | 0 | 7
O=C(N/N=C/c1ccccc1O)c1cccc(C(F)(F)F)c1 | -7 | 4.4 | 1 | 5.0 | 7 | 7 | -3.7 | 4.0 | -27 | -43 | -5
CN(C(=O)COC(=O)c1ccccc1NCc1ccco1)c1c(N)n(Cc2ccccc2)c(=O)[nH]c1=O | 5 | -1.0 | -1 | -0.1 | -7 | 4 | 1.2 | 2.1 | 1 | -10 | 0
Cc1noc(NS(=O)(=O)c2ccc(NC(=O)c3cccc(S(=O)(=O)N(C)c4ccccc4)c3)cc2)c1C | -4 | nt | -4 | -1.0 | -3 | nt | nt | 1.7 | 4 | nt | -6
Cc1ccccc1N1CCN(C2CCCN(C(=O)c3ccc(Cl)s3)C2)CC1 (stereo not drawn) | 5 | nt | 2 | 3.0 | -13 | 16 | nt | 1.7 | -10 | 6 | 0
CCNc1nc(C)c2cc(Br)c(=O)n(CC)c2n1 | 2 | -0.7 | 7 | -1.2 | -9 | 31 | -0.9 | 4.0 | 6 | -18 | 1
O=C(c1cnc2n(c1=O)CCS2)N1CCN(c2ccccc2F)CC1 | -4 | 0.3 | -5 | -1.0 | -12 | 9 | -1.3 | 2.3 | 6 | -1 | -13
COc1ccc(CNC(=O)C2CCN(C(=O)[C@@H]3Cc4ccccc4CN3)CC2)cc1 | -2 | 3.4 | -1 | -1.9 | -1 | -7 | 1.8 | 3.0 | 11 | 15 | -5
COc1ccc(S(=O)(=O)N(C)C[C@@H]2Oc3ccc(NS(=O)(=O)c4cn(C)cn4)cc3C(=O)N([C@@H](C)CO)C[C@@H]2C)cc1 | -8 | 3.9 | 0 | -3.0 | -8 | -11 | -0.4 | -1.6 | 17 | -25 | 1
O=C(O)c1ccc(NN=Cc2cc(=O)[nH]c(=O)[nH]2)cc1 | 1 | nt | 0 | -2.9 | -3 | nt | nt | 2.5 | 15 | 10 | 3
COc1cccc(NC(=O)COC(=O)C2CCCCC2)c1 | 0 | 0.5 | -12 | -5.2 | 8 | -3 | -1.7 | 3.5 | 20 | -3 | 4
O=c1[nH]c2ccccc2c2oc(CCl)nc12 | 0 | -1.0 | -6 | -3.6 | 5 | 10 | 1.1 | -1.0 | 18 | 24 | 12
O=C(NCCS(=O)(=O)N1CCN(c2ccccc2)CC1)c1cccs1 | 4 | -0.2 | 0 | 2.4 | -6 | -19 | 1.3 | 4.0 | -16 | 12 | 6
COC(=O)c1cccc(NC(=O)CC2C(=O)NCCN2C(=O)Nc2cc(C)cc(C)c2)c1 (stereo not drawn) | 1 | -0.7 | -10 | -3.4 | 10 | 13 | -1.5 | 2.4 | 19 | 6 | 7
COC(=O)CCCCCCCCCCN1CCCCC1 | -4 | 2.4 | -16 | -0.6 | -8 | 91 | 0.8 | 2.2 | 3 | 20 | -4
COc1nc(-c2ccccc2)c2c(c1C#N)CC(C)(C)OC2 | -6 | 3.2 | 12 | -0.6 | -10 | -22 | 2.0 | 3.1 | 3 | -15 | -7

Grouped by structure: those above with a cyano group (three)
SMILES | Tat export inh | AddAB inh | HTR5A inv ctr | OPRM1-OPRD1 ag | PKA-R1A activ | SUMO Mot1 rescue | E coli growth | phage Ecoli inh | MOR-DOR inv ag | PfHsp90 set2 | PKA-R2B act
Cc1cccn2c(=O)c(/C=C(\C#N)S(=O)(=O)c3ccccc3)c(N3CCN(c4ccccc4)CC3)nc12 | -8 | 2.0 | 12 | -0.4 | -5 | -10 | -0.4 | 2.8 | 2 | 8 | -2
N#Cc1cnn2c(-c3ccc(Cl)cc3Cl)ccnc12 | -2 | -0.3 | nt | nt | nt | 0 | -2.4 | 1.2 | nt | 46 | nt
COc1nc(-c2ccccc2)c2c(c1C#N)CC(C)(C)OC2 | -6 | 3.2 | 12 | -0.6 | -10 | -22 | 2.0 | 3.1 | 3 | -15 | -7

Continued.
SMILES | Tat export inh | AddAB inh | HTR5A inv ctr | OPRM1-OPRD1 ag | PKA-R1A activ | SUMO Mot1 rescue | E coli growth | phage Ecoli inh | MOR-DOR inv ag | PfHsp90 set2 | PKA-R2B act
CSc1nc(NCC(C)C)c2c3c(sc2n1)CN(C)CC3 | 2 | 0.3 | -12 | 1.8 | -16 | -35 | -1.8 | 1.2 | -9 | nt | 3
Cc1ccc(N(CC(=O)NCCc2ccccc2)S(=O)(=O)c2c(C)noc2C)cc1 | 4 | -0.2 | -1 | 0.2 | -1 | 6 | 0.6 | 0.5 | -1 | 7 | -7
O=C1c2ccccc2C2=Nc3ccccc3SC(c3cccc(F)c3)C12 (stereo not drawn) | -33 | 8.3 | -13 | 3.1 | 5 | nt | 12* | 16* | -17 | -73 | -4
O=c1c2ccccc2nnn1CSc1nnnn1-c1ccccc1 | -2 | 0.2 | -15 | -2.1 | -12 | 0 | 0.4 | 2.4 | 11 | 8 | -2
CC1CC(C)CN(C(=O)COC(=O)c2nn(C)c(=O)c3ccccc23)C1 (stereo not drawn) | -3 | -0.3 | 6 | -2.1 | -9 | 90 | -0.1 | -2.5 | 12 | nt | 5
Cc1sc2nc(SCC(=O)Nc3c(C)n(C)n(-c4ccccc4)c3=O)n(C)c(=O)c2c1C | -10 | 0.1 | -10 | -1.9 | -2 | 4 | -2.5 | 2.0 | 11 | 25 | 0
O=C(O)CCC(=O)Nc1ccc(Br)cc1C(=O)c1ccccc1Cl | 3 | 0.9 | -19 | -1.4 | 2 | -15 | 4.0 | 2.8 | 7 | -44 | 6
